Bioassay records deposited in PubChem by NMMLSC.
Bfl-1 Bim block – human Bim-Bfl-1 interaction inhibition; Q16548; Bead-based flow cytometry, Bim-Bfl-1 binding inhibition; inhibition, % at 10 µM; 0.12% of 190,000 active;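 also: 0% = wells without compound plus tracer and 100% = blocker peptide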
ABCB1 block – inhibitors of human ABCB1 transporter, ABCG2 counter-screen. P08183. CCRF-Adr cells, JC-1 efflux, flow cytometry. inhibition, % at 6.6 µM. 0.067% of 190,000 active. AID 1326; in the data active = inhibition above about 40%;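 also: 0% = vehicle and 100% = reference inhibitor; higher value means more JC-1 retained so stronger ABCB1 efflux block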
ABCG2 inh – inhibitors of human ABCG2 transporter, ABCB1 counter-screen. Q9UNQ0. IgMXP3 cells, JC-1 efflux, flow cytometry. inhibition, % at 6.6 µM. 0.1% of 190,000 active. AID 1325;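 active = inhibition above 80%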;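 also: 0% = DMSO and 100% = nicardipine control wells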
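test system = two drug-resistant human cell lines, ABCG2 and ABCB1 | amount = 3 million cells/mL final, two lines in 1:1 ratio | reagent = JC-1 transporter substrate | doses = one concentration, 6.6 µM final | incubation = 10 min at 25 °C | signal = flow cytometric JC-1 green MFI at 530 nm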
Avidin fluor – compound fluoresces at 488/530 nm on avidin beads. 0.38% of 220,000 active. AID 1775. fluorescence (KMESF) at 10 µM. compound fluorescence 488/530 nm, flow cytometry; active compounds read high; in the data active = fluorescence above about 47; also: inactives centre near 10
Bim-Bcl-B – disrupts Bim peptide binding to human Bcl-B | bead-based flow cytometry | inhibition, % at 10 µM | 0.073% of 190,000 active | AID 951;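 also: 0% = tracer peptide without compound and 100% = reference inhibitor peptide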
Target sequence (Q9HD36 whole entry, looked up): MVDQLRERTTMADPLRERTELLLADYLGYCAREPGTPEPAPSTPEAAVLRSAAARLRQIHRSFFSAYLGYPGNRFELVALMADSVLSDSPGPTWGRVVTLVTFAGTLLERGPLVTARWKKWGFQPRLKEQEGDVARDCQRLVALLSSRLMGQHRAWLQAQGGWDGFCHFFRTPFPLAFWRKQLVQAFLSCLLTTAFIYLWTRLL
Bim-Bcl-2 – disrupts Bim peptide binding to human Bcl-2. Bead-based flow cytometry, Bim peptide-Bcl-2 binding. inhibition, % at 10 µM. 0.06% of 190,000 active; in the data active = inhibition above about 40%; inconclusive = no clear call, values can overlap the other calls;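 also: 0% = no compound wells with probe peptide and 100% = reference peptide inhibitor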
Bcl-XL Bim block – human Bim-Bcl-XL interaction inhibition; Bim peptide-Bcl-XL binding, bead flow cytometry, fluorescence; inhibition, % at 10 µM; 0.04% of 190,000 active
Target sequence (Q07817 whole entry, looked up): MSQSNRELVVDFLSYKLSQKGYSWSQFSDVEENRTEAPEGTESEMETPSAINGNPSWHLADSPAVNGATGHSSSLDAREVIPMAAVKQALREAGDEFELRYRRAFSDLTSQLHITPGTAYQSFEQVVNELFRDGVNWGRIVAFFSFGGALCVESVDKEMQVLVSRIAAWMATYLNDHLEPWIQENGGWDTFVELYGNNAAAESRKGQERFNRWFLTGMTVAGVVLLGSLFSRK
RGS7-Gao reg – human RGS7-Galphao interaction regulation; binding response (% of control), % at 10 µM; P09471; Multiplexed bead flow cytometry, RGS7-Galphao binding; actives lie on both sides; 0.35% of 220,000 active; AID 1439; in the data active = binding response below about 49% or above about 150%; inconclusive = no clear call, values can overlap the other calls; inactive = in between;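 also: fluorescent Galphao held in activated GDP-AlF4 state binding bead-coupled RGS7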
Target sequence (P09471 whole entry, looked up): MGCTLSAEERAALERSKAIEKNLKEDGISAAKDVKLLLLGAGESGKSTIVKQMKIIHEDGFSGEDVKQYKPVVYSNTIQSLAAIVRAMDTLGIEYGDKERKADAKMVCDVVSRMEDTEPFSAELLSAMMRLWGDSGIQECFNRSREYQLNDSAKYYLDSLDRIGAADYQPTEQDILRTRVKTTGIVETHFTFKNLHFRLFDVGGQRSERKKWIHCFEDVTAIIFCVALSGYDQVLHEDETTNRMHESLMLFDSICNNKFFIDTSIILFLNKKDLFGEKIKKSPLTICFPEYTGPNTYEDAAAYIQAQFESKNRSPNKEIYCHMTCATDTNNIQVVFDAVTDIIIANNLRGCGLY
Bim-Bcl-W – human Bim-Bcl-W interaction inhibition | Q92843 | bead-based flow cytometry, Bim peptide-Bcl-W binding | inhibition, % at 10 µM | 0.02% of 190,000 active;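 also: 0% = bound tracer without compound and 100% = peptide blocker; higher means less fluorescent Bim peptide bound to Bcl-W beads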
Target sequence (Q92843 whole entry, looked up): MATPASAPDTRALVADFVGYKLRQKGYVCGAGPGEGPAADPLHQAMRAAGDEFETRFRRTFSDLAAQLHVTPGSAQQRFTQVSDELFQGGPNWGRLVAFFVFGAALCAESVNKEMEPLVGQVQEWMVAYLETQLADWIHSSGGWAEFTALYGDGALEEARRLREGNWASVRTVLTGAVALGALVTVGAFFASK
RGS4-Gao reg – human RGS4-Galphao interaction regulation; AID 1415; 0.33% of 220,000 active; Multiplexed bead flow cytometry, RGS4-Galphao binding; actives lie on both sides; binding response (% of control), % at 10 µM; in the data active = binding response below about 49% or above about 150%; inactive = in between;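 also: fluorescent Galphao activated with aluminum fluoride binding bead-coupled RGS4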
GSH fluor – compound fluoresces at 488/530 nm on GSH beads. GSH beads flow cytometry, compound fluorescence 488/530 nm; active compounds read high. 0.25% of 190,000 active. fluorescence (KMESF) at 10 µM. AID 1776; in the data active = fluorescence above about 89;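 also: glutathione beads carrying GST-tagged Bcl family fusion proteins plus one bare bead set; values are compound well signal with DMSO vehicle wells as background; inactives centre near 16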
An asterisk follows results filed as active; ? = inconclusive. Rule as the data show it, unless noted: active = inhibition above about 40%. No enrichment for hits, and some 1.3% of all compounds hit somewhere here.

item | compound | Bfl-1 Bim block | ABCB1 block | ABCG2 inh | Avidin fluor | Bim-Bcl-B | Bim-Bcl-2 | Bcl-XL Bim block | RGS7-Gao reg | Bim-Bcl-W | RGS4-Gao reg | GSH fluor
1 | COc1ccc(-n2cc(C(=O)O)c(=O)cc2C)cc1 | -5.0 | 0.7 | 2.0 | 12 | 0.0 | -5.0 | -2.0 | 109.8 | -1.0 | 107.1 | 10
2 | COc1cc(OC)cc(C(=O)NCC(=O)N2CCC(C)CC2)c1 | -4.0 | 0.3 | 0.9 | 24 | -2.0 | 0.0 | -5.0 | 112.3 | -3.0 | 105.7 | 17
3 | CCCN1CCN(C(=O)c2cccc3c2C(=O)N(CCOC)C3)CC1 | -9.0 | -0.2 | -0.6 | 25 | -7.0 | -11.0 | -5.0 | 98.5 | -5.0 | 101.2 | 15
4 | Cc1ccc(C(C(=O)NC(C)(C)C)N(C(=O)c2csnn2)c2ccccc2F)o1 (stereo not given) | -11.0 | -1.7 | -2.2 | 7 | -5.0 | -7.0 | 3.0 | 103.0 | 0.0 | 99.5 | 34
5 | NC(=O)CSc1nnc(-c2ccc(S(=O)(=O)N3CCOCC3)cc2)n1Cc1ccccc1 | -2.0 | 0.7 | 3.0 | 21 | -2.0 | 1.0 | -3.0 | 100.7 | 0.0 | 100.6 | 10
6 | CS(=O)(=O)N1CCc2cc(-c3csc(NC(=O)Cc4cccs4)n3)ccc21 | -6.0 | 0.3 | 0.4 | 10 | -7.0 | -10.0 | -7.0 | 96.6 | 0.0 | 100.5 | 35
7 | COc1ccc(C2C(C(N)=O)=C(C)Nc3nc(-c4ccccc4Cl)nn32)c(OC)c1 (stereo not given) | -8.0 | 0.3 | 1.8 | 8 | -6.0 | -5.0 | -2.0 | 105.4 | 0.0 | 104.3 | 26
8 | CCN(CC)S(=O)(=O)c1ccc2nc(CSc3nnnn3-c3ccc(O)cc3)[nH]c2c1 | -17.0 | 1.0 | 7.6 | 10 | -13.0 | -17.0 | -4.0 | 99.4 | -2.0 | 100.0 | 27
9 | CCCC(O)(CCC)C(=O)NNc1ccccc1 | 0.0 | 0.2 | 0.7 | 28 | 0.0 | 0.0 | -2.0 | 101.5 | 0.0 | 99.1 | 8
10 | C/C(=N\NC(=S)Nc1ccccc1C)c1ccc(O)cc1 | 14.0 | -0.3 | -0.6 | 11 | -31.0 | -2.0 | -8.0 | 101.4 | -2.0 | 101.9 | 12
11 | COc1cccc(NC(=O)CSCc2n[nH]c(=O)[nH]2)c1 | -15.0 | 0.7 | -4.3 | 13 | -7.0 | -11.0 | -10.0 | 97.2 | 0.0 | 98.4 | 25
12 | Cc1cc(C(=O)COC(=O)C2=NNC(=O)CC2)c(C)n1-c1ccc(OC(F)F)cc1 | -8.0 | 1.1 | 2.4 | 5 | -10.0 | -11.0 | 4.0 | 96.3 | -3.0 | 94.9 | 51
13 | O=C(NCCC1=CCCCC1)C1CCN(S(=O)(=O)c2ccc(Br)s2)CC1 | 1.0 | 1.8 | 5.2 | 11 | -1.0 | 4.0 | -2.0 | 100.7 | 1.0 | 103.7 | 25
14 | C=CCn1c(C)nnc1SCC(=O)c1[nH]c(C)c(C(C)=O)c1C | -4.0 | 0.1 | 1.6 | 9 | 0.0 | 0.0 | 0.0 | ? | 0.0 | 102.9 | 14
15 | O=C(c1ccc(Cl)cc1)c1cn[nH]c1-c1ccccc1O | -14.0 | 0.5 | 27.4 | 13 | -10.0 | -8.0 | -13.0 | 97.4 | -1.0 | 100.5 | 33
16 | CC(C)N(C(=O)CSc1nnc(Cn2nnc3ccccc32)n1C)C(C)C | -13.0 | 0.2 | 3.1 | 9 | -8.0 | -12.0 | -3.0 | 101.5 | -1.0 | 101.8 | 11
17 | O=C(NCCN1CCC(Cc2ccccc2)CC1)C1CCN(S(=O)(=O)N2CCC3(CC2)OCCO3)CC1 | -6.0 | 0.0 | 1.7 | 8 | -2.0 | -5.0 | -3.0 | 99.9 | -1.0 | 99.2 | 14
18 | COc1ccc(S(=O)(=O)Nc2ccc(S(=O)(=O)Nc3ccc(F)cc3)cc2)cc1C | 18.0 | 0.2 | -3.1 | 3 | 18.0 | 8.0 | 18.0 | 85.9 | 18.0 | 88.2 | 55
19 | COc1ccc(C(=O)NCc2ccc(S(N)(=O)=O)cc2)cc1[N+](=O)[O-] | -4.0 | 1.8 | 19.8 | 10 | 0.0 | -3.0 | 0.0 | 98.6 | 1.0 | 93.8 | 19
20 | COc1ccc(-c2cc(-c3nnc(COC(=O)C4CC4C)o3)c3ccccc3n2)cc1OC (stereo not given) | 1.0 | 2.9 | 6.2 | 9 | -15.0 | 1.0 | 2.0 | 97.0 | -4.0 | 92.5 | 9
21 | O=C(N/C=N/OCc1ccc(Cl)cc1Cl)NOCc1c(Cl)cccc1Cl | 0.0 | 0.8 | 3.8 | 25 | -9.0 | -7.0 | -2.0 | 98.4 | -4.0 | 100.2 | 16
22 | CC(=O)NC1C(=O)SC1(C)C (stereo not given) | -18.0 | 0.9 | 3.1 | 32 | -7.0 | -8.0 | -8.0 | 96.6 | 0.0 | 101.5 | 25
23 | COc1cc(/C=C/C(=O)OCC(=O)NCCN2C(=O)CSC2=O)ccc1OC(F)F | -2.0 | 0.1 | 17.0 | 10 | 0.0 | 2.0 | 1.0 | 99.0 | 0.0 | 100.0 | 18
24 | COc1cc(C(=S)N2CCN(c3ccccc3Cl)CC2)cc(O)c1O | 18.0 | -1.0 | -2.6 | 10 | -60.0 | 0.0 | -18.0 | ? | -7.0 | 98.9 | 22
25 | COC(=O)[C@@]1(Cc2ccc(F)cc2)[C@H]2c3cc(C(=O)N4CCCC4)n(CCc4ccc(O)c(O)c4)c3C[C@H]2CN1C(=O)c1ccccc1 | 6.0 | -0.3 | -0.3 | 8 | -4.0 | 2.0 | -1.0 | 93.8 | 6.0 | 94.2 | 12
26 | CCOc1ccc(/C=N/N(C)c2ccccc2)cc1OC | -8.0 | 0.6 | 2.5 | 11 | -7.0 | -7.0 | 3.0 | 97.7 | 1.0 | 100.7 | 28
27 | COC(=O)c1sccc1N(C)S(C)(=O)=O | -4.0 | 0.9 | 17.3 | 10 | -2.0 | 0.0 | -5.0 | 105.4 | 0.0 | 101.2 | 8
28 | CCc1c(O)nc2ccccn2c1=O | -12.0 | -0.2 | -1.7 | 12 | -9.0 | -10.0 | -7.0 | 112.1 | -4.0 | 110.5 | 12
29 | CCCc1nc2c(=O)[nH]c3ccccc3c2o1 | 9.0 | -0.2 | 0.8 | 10 | 8.0 | 5.0 | 8.0 | 86.1 | 5.0 | 88.6 | 58
30 | CCn1c(=O)c([N+](=O)[O-])c(NCCc2ccccc2)c2ccccc21 | -7.0 | 0.3 | 34.4 | 29 | -4.0 | -1.0 | -2.0 | 97.4 | 0.0 | 97.3 | 22
31 | CC(C)/C=N/Nc1nc(-c2ccc(Br)cc2)cs1 | -1.0 | -1.0 | -2.0 | 3 | -8.0 | -2.0 | -4.0 | 96.2 | -4.0 | 96.7 | 19
32 | Cc1noc(C)c1COc1cccc(C(=O)OCCOc2ccc(F)cc2)c1 | -4.0 | 1.5 | 7.3 | 12 | 0.0 | -4.0 | -2.0 | 100.3 | 0.0 | 100.7 | 10
33 | CCCCCCCC(=O)NNC(=O)Cc1ccccc1 | -13.0 | 0.6 | 0.9 | 9 | -7.0 | -11.0 | 1.0 | 102.7 | 0.0 | 102.7 | 25
34 | CC1(C(=O)O)CCC(C(=O)Nc2ccc3ccccc3c2)C1(C)C (stereo not given) | -11.0 | 0.1 | 1.3 | 10 | -2.0 | -4.0 | -22.0 | 94.5 | -1.0 | 89.1 | 38
35 | COc1cccc(C(=O)N2CCN(C3CCC(c4ccccc4)CC3)CC2)c1OC (stereo not given) | 0.0 | 1.2 | 0.2 | 11 | -3.0 | -3.0 | -3.0 | 97.0 | 0.0 | 98.0 | 12
36 | O=C(Nc1ccc(C(=O)NC2CCCCC2)cc1)c1cncc(Br)c1 | -3.0 | 0.1 | 3.6 | 13 | 0.0 | 1.0 | 0.0 | 103.0 | 1.0 | 102.0 | 25
37 | O=c1c2c3c(sc2nc2n1CCCS2)CCCC3 | -4.0 | 0.9 | 8.8 | 8 | -8.0 | -1.0 | 1.0 | 97.8 | 0.0 | 97.9 | 34
38 | CCN(CCCNC(=O)CCCCn1c(=O)[nH]c2ccccc2c1=O)c1ccccc1 | -2.0 | 1.6 | 11.3 | 37 | -1.0 | -4.0 | -3.0 | 100.6 | -2.0 | 101.6 | 14
39 | O=C1N(c2ccccc2)C2CS(=O)(=O)CC2N1c1ccc(Cl)c(Cl)c1 (stereo not given) | -1.0 | 1.1 | 7.2 | 8 | -1.0 | -2.0 | -5.0 | 102.3 | 0.0 | 101.0 | 16
40 | CCOC(=O)N1CCC(NC(=O)C(CC(C)C)NC(=O)C2CCCCC2)CC1 (stereo not given) | -10.0 | 1.2 | 1.3 | 13 | -7.0 | -5.0 | 2.0 | 99.8 | -2.0 | 98.9 | 30

Part of the list above, reformatted.
[32] Cc1noc(C)c1COc1cccc(C(=O)OCCOc2ccc(F)cc2)c1
[33] CCCCCCCC(=O)NNC(=O)Cc1ccccc1
[34] CC1(C(=O)O)CCC(C(=O)Nc2ccc3ccccc3c2)C1(C)C (stereo not given)

assay / entry	32	33	34
Bfl-1 Bim block	-4.0	-13.0	-11.0
ABCB1 block	1.5	0.6	0.1
ABCG2 inh	7.3	0.9	1.3
Avidin fluor	12	9	10
Bim-Bcl-B	0.0	-7.0	-2.0
Bim-Bcl-2	-4.0	-11.0	-4.0
Bcl-XL Bim block	-2.0	1.0	-22.0
RGS7-Gao reg	100.3	102.7	94.5
Bim-Bcl-W	0.0	0.0	-1.0
RGS4-Gao reg	100.7	102.7	89.1
GSH fluor	10	25	38

Next compounds follow.
item | compound | Bfl-1 Bim block | ABCB1 block | ABCG2 inh | Avidin fluor | Bim-Bcl-B | Bim-Bcl-2 | Bcl-XL Bim block | RGS7-Gao reg | Bim-Bcl-W | RGS4-Gao reg | GSH fluor
41 | O=C(NC1CCCCCCC1)C1c2ccccc2C(=O)N1Cc1ccco1 (stereo not given) | 0.0 | 1.0 | 2.6 | 36 | 0.0 | 0.0 | 0.0 | 103.0 | 1.0 | 102.3 | 11
42 | O=C(CSc1nnc(C2CCCCC2)o1)N1CCCCC1 | -2.0 | 0.7 | 2.4 | 28 | -1.0 | 0.0 | 1.0 | 101.5 | 2.0 | 103.8 | 22
43 | COc1ccc(N=C2SC(C(=O)N3CCN(c4ccc([N+](=O)[O-])cc4)CC3)CC(=O)N2C)cc1 (stereo not given) | -5.0 | 1.2 | 15.6 | 10 | -3.0 | -3.0 | -4.0 | 104.8 | 0.0 | 98.7 | 9
44 | O/N=C1/CCSc2ccccc21 | -3.0 | 0.6 | 1.6 | 29 | -2.0 | -2.0 | -10.0 | 99.0 | -3.0 | 95.4 | 9
45 | CN(Cc1nc2ccccc2n1C)S(=O)(=O)c1ccc(Cl)cc1 | -16.0 | 0.3 | 2.5 | 9 | -6.0 | -13.0 | -2.0 | 95.8 | 1.0 | 99.1 | 12
46 | CCc1cccc(CC)c1NC(=O)c1ccccc1 | -5.0 | 1.2 | 2.7 | 10 | -3.0 | -4.0 | -2.0 | 111.1 | 0.0 | 102.2 | 9
47 | COc1ccc(-c2c[n+]3c4n2CCCCC4=C(c2ccccc2)C3)cc1 | 0.0 | 1.4 | 5.5 | 29 | 0.0 | 1.0 | -1.0 | 110.8 | -2.0 | 107.4 | 10
